PLK1 PBD inh – PLK1 (human) polo-box domain binding inhibition | Plk1 PBD binding of FITC phosphopeptide, fluorescence polarization | Potency, µM, for inactives: max response, negative = inhibition, actives largely listed as inhibitors | P53350 | 2.8% of 360,000 active | AID 720504; also: potency is read from the fitted curve at half-maximal effect; series mostly up to about 57 µM; % is scaled to controls: 0 for no effect and ±100 for the full control effect; nearly all actives have a fitted effect of over 65% in size
Target sequence (P53350 whole entry, looked up, the tested form may be a part): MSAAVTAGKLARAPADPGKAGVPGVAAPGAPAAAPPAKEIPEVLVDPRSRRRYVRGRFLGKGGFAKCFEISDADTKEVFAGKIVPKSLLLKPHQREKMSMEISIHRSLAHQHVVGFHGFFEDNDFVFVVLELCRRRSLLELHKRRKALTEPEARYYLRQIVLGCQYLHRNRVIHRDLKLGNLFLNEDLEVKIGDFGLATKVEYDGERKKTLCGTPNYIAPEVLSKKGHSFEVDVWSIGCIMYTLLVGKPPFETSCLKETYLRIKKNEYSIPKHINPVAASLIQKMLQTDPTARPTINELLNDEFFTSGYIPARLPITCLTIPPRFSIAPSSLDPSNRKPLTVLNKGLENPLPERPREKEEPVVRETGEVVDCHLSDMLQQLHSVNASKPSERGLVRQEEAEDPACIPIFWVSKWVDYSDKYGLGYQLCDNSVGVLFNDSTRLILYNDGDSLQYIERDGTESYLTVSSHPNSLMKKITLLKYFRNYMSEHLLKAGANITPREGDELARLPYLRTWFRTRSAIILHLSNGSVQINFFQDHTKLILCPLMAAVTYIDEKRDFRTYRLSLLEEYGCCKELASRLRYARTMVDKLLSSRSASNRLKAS
EPAC2 ag – activates human EPAC2 exchange factor | Potency, µM (highest dose often 154 µM), inactives show at the top dose activation, usual class: activators | 0.079% of 360,000 active | EPAC2 activation, biochemical qHTS; response scale: 100% = 6.5 mM cAMP response; also: potency is read from the fitted curve at half-maximal effect; nearly all actives have a fitted effect of over 50% in size
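Each well held 100 nM EPAC2, 250 nM RAP1B-BODIPY-GDP and 50 uM GDP. Fluorescence, read at 5-min intervals to 30 min, was referenced to a 6.5 mM cAMP positive control.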
EPAC1 agonist – agonists of human EPAC1 | EPAC1 agonist qHTS, biochemical assay; response scale: 100% = response to 6.5 mM cAMP | O95398 | 0.073% of 360,000 active | Potency, µM (highest dose often 154 µM), inactives show top-dose activation, usual class: activators; also: potency is read from the fitted curve at half-maximal effect; nearly all actives have a fitted effect of over 60% in size
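Nucleotide exchange by EPAC1 (100 nM) on Rap1B–BODIPY-GDP (250 nM) in the presence of 50 uM GDP is tracked fluorescently at 480/540 nm over 30 min. Signals are normalized to a 6.5 mM cAMP control.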
CCT modulator – modulators of cytosolic chaperonin (CCT/TRiC) activity; purified chaperonin ATPase assay, HTRF ADP detection, 30 min; activity change, % (concentration not given with the values), hits read low; 0.3% of 360,000 active; in the data active = activity change below about -30%; also: % is scaled to controls: 0 for no effect and ±100 for the full control effect
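First, chaperonin was dispensed at 40 nM or 20 nM final depending on batch activity. Next, compounds were pinned at 76 uM and ATP added at 10 uM. After 30 min at 37 °C, ADP detection reagents ran 30 min at ambient temperature.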
IL2 activator – IL-2 activation; IL-2 activation reporter assay, cell-based qHTS; stimulated with anti-CD3/CD4/CD28 beads; in transgenic mouse T cells; activation, % (series mostly up to about 46 µM); 0.065% of 360,000 active; in the data active = activation above about 50%; inconclusive = mostly about 30% to 49%; also: 0% is about no effect
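Screening format: compound pinned onto unstimulated transgenic mouse T cells, 60 min incubation, then anti-CD3/anti-CD4/anti-CD28 bead stimulation for 18 hours at 37 degrees C, followed by EGFP and DsRed detection.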
EPAC1 antag – EPAC1 (human) antagonism. 0.14% of 360,000 active. Potency, µM (series often up to 115 µM), without a hit: at the highest dose activity change, negative = inhibition, hits mostly inhibitors. EPAC1 GEF assay, Rap1b-BODIPY-GDP exchange fluorescence. AID 720709. O95398;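 also: potency is read from the fitted curve at half-maximal effect; plate controls were vehicle for no effect and positive control for full effect; nearly all actives have a fitted effect of over 50% in size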
WRN helicase inh – inhibitors of human WRN helicase. Q14191. WRN helicase unwinding, fluorescent forked duplex, kinetic. Potency, µM (titrated, usually from 114 µM), inactives show at the highest dose activity change, negative = inhibition, most hits filed as inhibitors. 0.46% of 360,000 active; also: potency is read from the fitted curve at half-maximal effect; % is scaled to controls: 0 for no effect and ±100 for the full control effect; nearly all actives have a fitted effect of over 55% in size
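WRN at 20 nM final was preincubated with compound for 15 min at room temperature; reaction started with 100 nM forked duplex oligonucleotide carrying fluorophore and quencher plus 2 mM ATP (final). Unwinding followed kinetically by red fluorescence (ex 525/em 598 nm).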
PI5P4K alpha inh – blocks human PI5P4K alpha kinase activity; P48426; PI5P4Kalpha enzyme, ADP-Glo luminescence, 60 min; hits give low values; max response, %; 1.2% of 330,000 active; AID 652105; active = max response of -50% or lower; inconclusive = between -30% and -50%; inactive = -30% or higher; also: value at the top dose of about 77 µM; % is scaled to controls: 0 for no effect and ±100 for the full control effect
Target sequence (P48426 whole entry, looked up): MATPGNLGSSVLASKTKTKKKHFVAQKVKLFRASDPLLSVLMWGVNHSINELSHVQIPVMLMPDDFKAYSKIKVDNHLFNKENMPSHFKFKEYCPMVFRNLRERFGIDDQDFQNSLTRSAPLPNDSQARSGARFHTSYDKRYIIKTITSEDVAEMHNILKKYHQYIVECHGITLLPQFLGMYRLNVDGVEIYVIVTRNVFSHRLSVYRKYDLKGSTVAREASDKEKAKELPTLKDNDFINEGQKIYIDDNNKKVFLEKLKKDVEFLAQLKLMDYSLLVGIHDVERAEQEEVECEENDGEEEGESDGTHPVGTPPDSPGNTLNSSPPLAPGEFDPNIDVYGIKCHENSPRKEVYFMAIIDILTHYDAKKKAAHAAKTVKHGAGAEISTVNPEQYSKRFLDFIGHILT
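Enzyme plus substrate dispensed, test compounds pinned in, then ATP (5 microM final) added. After 60 min at RT, ADP-Glo reagent 1 for 45 min and reagent 2 for 30 min preceded luminescence imaging.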
An asterisk follows results filed as active; ? = inconclusive; / = no result given; [ ] = dose if it differs, or a comment. Unless noted, calls follow the shape of the dose curve; as a rule, active = well fitted curve in the direction sought with a large enough effect; inconclusive = small, poorly fitted or top-dose-only effect, or another doubt; inactive = no such curve, though single readings can be large; an effect the other way counts as inactive or inconclusive.

SMILES	PLK1 PBD inh	EPAC2 ag	EPAC1 agonist	CCT modulator	IL2 activator	EPAC1 antag	WRN helicase inh	PI5P4K alpha inh
CC1=C(C(=O)Nc2ccccc2)C(c2ccncc2)C(C#N)=C(SCC(=O)NC2CC2)N1 (stereo not drawn)	-8%	2%	-2%	-5.1	-0.3	12%	-5%	3
CCOP(=O)(c1ccccc1)c1nc(-c2ccccc2Cl)oc1N1CCCCC1 (stereo not drawn)	-11%	9%	19%	-0.1	-1.3	-12%	-10%	5
CCOc1ccccc1N1CC(C(=O)Nc2ccccc2CC)CC1=O (stereo not drawn)	-13%	10%	10%	-17	1.2	-19%	17%	3
COC(=O)[C@H](C)NC(=O)Nc1cccc(C(F)(F)F)c1	-6%	-5%	-4%	-1.7	-0.1	0%	2%	5
COc1cc([N+](=O)[O-])ccc1-c1ccc(/C=N/NC(=O)OC(C)(C)C)o1	17%	6%	12%	-1.3	0.7	7%	-4%	3
O=C(NC(=S)Nc1cccc2c(O)cccc12)c1cccc(Br)c1	-21%	11%	1%	0.2	-3.8	6%	-3%	-6
CC(C)N(Cc1ccccc1)C(=O)c1ccc2nsnc2c1	-4%	10%	0%	-4.3	-1.3	-9%	-6%	0
CNC(=O)C(=O)NCC1OCCCN1S(=O)(=O)c1ccc2c(c1)OCCO2 (stereo not drawn)	6%	11%	-3%	2.4	0.2	-8%	-2%	10
CN(CCOC(=O)c1cccc(F)c1)Cc1ccccc1	-4%	6%	8%	0.1	-0.1	-2%	-7%	-3
N#Cc1ccc(Oc2ccc(S(=O)(=O)N3CCCCC3)cn2)cc1	-13%	14%	3%	-3.4	-5.7	-4%	5%	5
CCn1nc(C)c(NC(=O)/C=C/c2cnn(C)c2C)c1C	-1%	4%	0%	-1.4	-0.6	-1%	2%	/
CCOC(=O)N1CCN(C(=O)Cc2ccc(-n3c(=O)[nH]c4ccccc4c3=O)cc2)CC1	-4%	7%	3%	-0.6	-2.1	11%	-1%	-2
COc1ccccc1CNCc1ccc2c(c1)OCO2	-4%	9%	12%	0.1	-1.6	6%	6%	1
Cc1cc(C(=O)N(C)CC2CCCN(CCc3ccc(F)cc3)C2)c(C)o1 (stereo not drawn)	-4%	9%	2%	-0.2	0.8	-9%	-3%	3
CCOc1ccccc1NC(=O)CCS(=O)(=O)c1cccc2nonc12	-24%	5%	0%	-2.1	0.2	0%	3%	1
CCOC(=O)C1(Cc2cccc(Cl)c2)CCCN(C(=O)c2ccoc2C)C1 (stereo not drawn)	-23%	-1%	-12%	-2.9	-3.3	-17%	-12%	-1
O=C(CCCc1nc2ccccc2s1)Nc1ccccc1	5%	5%	-5%	-4.0	-2.2	-5%	3%[57.1 µM]	1
NS(=O)(=O)c1ccc(CNC(=S)NC(=O)c2ccco2)cc1	-13%	1%	-4%	-3.0	1.5	17%	4%	-6
O=c1cc(-c2ccccc2)nc(Sc2ccc([N+](=O)[O-])cc2[N+](=O)[O-])[nH]1	?	-2%	-8%	0.9	3.0	-10%	-10%	-2
CN1CCN(C2=CC(=O)OC23CCCCC3)CC1	-5%	3%	0%	-0.5	-0.3	9%	1%	-2
CCc1nc2ccc(C(=O)NCc3ccccc3OC)cn2c1N(CC)CCN(C)C	2%	2%	0%	0.2	2.0	10%	0%	-3
COC(=O)c1c(C)[nH]c(C)c1-c1ccccc1	-6%	4%	6%	-0.6	-0.8	13%	2%	-3
Cc1onc(-c2c(Cl)cccc2Cl)c1C(=O)N1CCc2ccccc2C1	-6%	13%	2%	0.5	-2.4	-6%	2%	-5
C#CCOCCOCCOCCNc1nc(N2CCN(C(=O)[C@H]([C@@H](C)CC)n3cc(CCCCN)nn3)CC2)nc(N2CCN(C(=O)[C@H](CCCCN)n3cc(CCC(=O)O)nn3)CC2)n1	6%	0%	-12%	1.3	2.5	4%	3%	0
Cc1cc2c(cc1C)NC1(C[C@H]3CCC(=O)N4CC[C@@H](C1)[C@@H]34)C(=NC(C)(C)CC(C)(C)C)N2 (stereo partly drawn)	-4%	-8%	-25%	2.1	0.8	-19%	4%	-10
CC(C)CNC(=O)C1(C)CCCN1C(=O)c1cncc(Br)c1 (stereo not drawn)	-4%	12%	-15%	2.1	0.4	-4%	-8%	-2
CCCCCCCCc1c(O)nc(-n2[nH]c(C)c(CCO)c2=O)[nH]c1=O	-5%	-8%	-20%	-0.2	-2.3	5%	-3%	-14
COC(=O)C1=CN(c2ccc(C(C)(C)C)cc2)C(N)=C(C#N)C1c1ccc(OC)cc1 (stereo not drawn)	-6%	5%	14%	/	-0.6	-5%	-3%	0
COc1ccc(-c2c(C)nn3c(-c4ccccc4)cc(C)nc23)cc1	8%	-3%	-8%	1.6	-1.4	3%	-2%	2
O=C(COC(=O)C1CCC1)NCc1ccccc1Cl	-23%	12%	7%	-3.0	0.0	1%	-8%	-1
CC1(NC(=O)c2ccccc2)CCN(CCCc2ccccc2)C1=O (stereo not drawn)	-5%	8%	-10%	-2.2	-2.7	-2%	-3%	-1
CCN(C[C@H]1N[C@@](C)(C(=O)OC)[C@H]2C(=O)N(Cc3ccccc3)C(=O)[C@@H]12)C(=O)c1ccc(C)cc1	-11%	8%	8%	0.1	1.3	-1%	-1%	-2
O=c1c2sc3nc(N4CCOCC4)c4c(c3c2nnn1Cc1ccccc1)CCCC4	-10%	-18%[15.6 µM]	-1%	-1.6	0.8	3%	3%	0
COc1ccc(CP(=O)(c2ccccc2)c2ccccc2)cc1	-11%	7%	8%	-2.3	1.2	-3%	-34%	-4
Cn1c(=O)c2c(ncn2CC(=O)NCc2cccnc2)n(C)c1=O	3%	2%	13%	-2.2	0.6	3%	0%	3
CCOC(=O)C1CCCN(C(=O)c2ccc(NC(=O)CC3SC(N4CCCC4)=NC3=O)cc2)C1 (stereo not drawn)	0%	1%	-4%	-1.0	2.2	-1%	3%	-5
Cc1ccc(S(=O)(=O)N2CCN(C3CC4CCC3C4)CC2)cc1 (stereo not drawn)	-19%	16%	4%	-4.0	-0.6	5%	-14%	1
COc1ccc(C(=O)NC2CCN(S(=O)(=O)c3ccc(C)cc3)CC2)cc1	1%	-2%	-8%	1.6	0.1	6%	1%	-4
CC(C(=O)N1CCOCCOCCOCCOCCOCC1)N1C(=O)c2ccccc2C1=O (stereo not drawn)	-14%	10%	0%	-3.0	1.5	-28%	-1%	8
COc1ccc(NC(=O)CCC2COc3ccccc3O2)c(OC)c1 (stereo not drawn)	-5%	14%	7%	-7.7	5.5	-26%	-20%	5
CCOc1cc(Br)c(C(=O)O)cc1OCC	3%	5%	3%	-2.5	-1.2	-5%	-5%	/
O=C(NC(=S)NCC1CCCO1)c1ccccc1Br (stereo not drawn)	-5%	5%	7%	1.6	-1.7	-10%	-7%	-1
O=C(c1ccc(F)cc1)c1ccc(-c2ccc(F)cc2)nc1	-4%	9%	6%	-2.4	-1.8	-1%	-2%	0
CN(C)CCCNc1oc(-c2ccccc2Cl)nc1S(=O)(=O)c1ccc(F)cc1	1%	-2%	-7%	0.2	-3.1	-19%	5%	0
O=C(NCCc1ccccc1)C(=O)NCC1OCCN1S(=O)(=O)c1ccc(Br)cc1 (stereo not drawn)	3%	-1%	-5%	-1.6	-0.7	0%	5%	-5
COCCNS(=O)(=O)c1ccc2c(c1)n(C)c(=O)n2C	-7%	14%	6%	-1.1	0.2	6%	-4%	/
COc1cccc(CSc2nnc(-c3ccncc3)n2N)c1	3%	13%	8%	-0.8	-1.6	-8%	4%	-7
Cc1ccc(-c2nnc(SCC(=O)Nc3cccc(C(=O)N4CCOCC4)c3)n2C)cc1	4%	6%	-4%	-1.9	0.1	21%	-14%[57.1 µM]	2
Cc1ccc(NC(=O)CSc2nc(NS(=O)(=O)c3ccc(C)cc3)cc(=O)[nH]2)cc1	-4%	2%	24%	-1.4	-2.2	-7%	-6%	/
FC(F)(F)c1ccccc1CNCc1ccncc1	-14%	8%	0%	-1.1	1.2	-14%	?	1

An excerpt from above in order of molar mass, low to high:
SMILES	PLK1 PBD inh	EPAC2 ag	EPAC1 agonist	CCT modulator	IL2 activator	EPAC1 antag	WRN helicase inh	PI5P4K alpha inh
COc1cc([N+](=O)[O-])ccc1-c1ccc(/C=N/NC(=O)OC(C)(C)C)o1	17%	6%	12%	-1.3	0.7	7%	-4%	3
O=C(NC(=S)Nc1cccc2c(O)cccc12)c1cccc(Br)c1	-21%	11%	1%	0.2	-3.8	6%	-3%	-6
CCOC(=O)C1CCCN(C(=O)c2ccc(NC(=O)CC3SC(N4CCCC4)=NC3=O)cc2)C1 (stereo not drawn)	0%	1%	-4%	-1.0	2.2	-1%	3%	-5

New compounds follow:
SMILES	PLK1 PBD inh	EPAC2 ag	EPAC1 agonist	CCT modulator	IL2 activator	EPAC1 antag	WRN helicase inh	PI5P4K alpha inh
COc1ccc(CCNC(=O)c2ccco2)cc1	1%	2%	-5%	-3.8	0.7	17%	-8%	4
CCOc1cc(S(=O)(=O)N2CCN=C2Cc2ccccc2)ccc1F	0%	-2%	-5%	0.1	-1.1	0%	-6%	-2
Nc1ccccc1-c1nnc(SCc2ccccc2F)[nH]c1=O	-1%	-83%[inhibitor][15.6 µM]	2%	-1.7	0.0	6%	-15%	-12
CN(Cc1nc(-c2ccc(Cl)cc2)no1)C(=O)CCN1C(=O)[C@H]2CC=CC[C@H]2C1=O	-11%	7%	5%	2.6	0.4	-17%	0%	-1
Cn1ccc2c(-c3ccc(C(F)(F)F)cc3)cc3c(c21)C1CCC3C1 (stereo not drawn)	-1%	5%	10%	2.2	-0.3	6%	-6%	28
CC1CCN(C(C(=O)NC2CCCCC2)c2cc3c(cc2[N+](=O)[O-])OCO3)CC1 (stereo not drawn)	4%	-4%	-13%	-1.5	-0.6	-4%	3%	5
COCCn1c(N)c(Sc2ccc([N+](=O)[O-])cc2)c(=O)[nH]c1=O	-9%	3%	3%	-0.4	0.4	-23%	-3%	-5
COc1cc2[nH]c(=O)c(C(=O)NCc3ccccc3Cl)c(O)c2cc1OC	-3%	-3%	4%	-4.3	0.6	-7%	3%	-4
COc1ccc(CC(=O)NCC2CCCN(Cc3ccc(OC)cc3F)C2)cc1 (stereo not drawn)	-5%	1%	2%	1.9	0.1	2%	2%	9
COc1ccc(OC)c(CCNC(=O)c2nn(C)c3c2CS(=O)(=O)c2ccccc2-3)c1	9%	-4%	7%	2.5	-2.3	6%	2%	1
O=S(=O)(c1ccccc1)N1CCN(CC(O)COc2ccc3c(c2)CCC3)CC1 (stereo not drawn)	-4%	24%	20%	-0.9	1.1	-7%	52%[activator]	/
Cc1cccc(NC(=S)N2CCN(S(C)(=O)=O)CC2)c1	-1%	1%	-14%	-0.3	-3.9	-22%	6%	1

From PubChem BioAssay

Only part of the results is shown; count on the stated rates, not on these rows.
